# Assay outcomes: PubChem, Sanford-Burnham Center for Chemical Genomics
# PfG6PD inh – PfG6PD (Plasmodium falciparum) enzyme inhibition | PfGluPho enzyme, NADPH resazurin-diaphorase fluorescence | inhibition, % at 20 µM | 0.78% of 350,000 active;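 active means inhibition reaching at least a set limit at 20 µM in the primary screen, cut at about 59% in these data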;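 further: 0% = DMSO wells with substrate and 100% = DMSO wells lacking glucose-6-phosphate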
# mIAP inh – mouse IAP inhibition | purified mouse IAP, CDP-Star luminescence, 30 min | inhibition, % at 10 µM | 0.2% of 330,000 active;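 active means inhibition of at least 40% at 10 µM in the primary screen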;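 further: plate controls were DMSO with enzyme for no effect and no enzyme wells for full effect; values of inactives mirror those of a sister screen read the other way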
# A3A deaminase – human APOBEC3A DNA deaminase inhibition. recombinant A3A, FAM/TAMRA ssDNA deamination fluorescence. inhibition, % at 20 µM. 0.41% of 330,000 active;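 active means at least 40% inhibition at 20 µM here, with at most 30% in a related deaminase screen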;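 further: plate controls were A3A with DMSO for no effect and wells lacking A3A enzyme for full effect; some results filed as inactive read as strong as hits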
# Target sequence (P31941 whole entry, looked up): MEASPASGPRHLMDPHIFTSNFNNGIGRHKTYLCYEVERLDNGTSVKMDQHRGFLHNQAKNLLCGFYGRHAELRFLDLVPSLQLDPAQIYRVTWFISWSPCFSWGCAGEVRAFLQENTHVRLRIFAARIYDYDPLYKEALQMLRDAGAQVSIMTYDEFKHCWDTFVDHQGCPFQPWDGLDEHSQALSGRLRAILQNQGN
# mIAP act – increases mouse intestinal alkaline phosphatase activity | muIAP, CDP-Star luminescence, 30 min; active compounds read high; 1 = vehicle-only enzyme signal, 0 = enzyme-free wells | activation factor at 10 µM | 0.24% of 330,000 active;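 active means activation factor of at least 2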; further: the source names both 10 and 20 µM as test concentration; values of inactives mirror those of a sister screen read the other way
#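 Assay system: mouse IAP enzyme; Reagent: CDP-Star chemiluminescent phosphatase substrate; Compound: DMSO-dissolved test compounds; Incubation: 30 min, room temperature; Technique: luminescence from enzymatic CDP-Star hydrolysis; Controls: DMSO-only wells and no-enzyme negative control.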
# ATG4B inh – blocks human ATG4B protease cleavage of LC3 substrate; 0.51% of 340,000 active; Q9Y4P1; inhibition, % at 8.33 µM; ATG4B cleavage of LC3-PLA2, NBD-HPC fluorescence, 1 h; in the data active means inhibition above about 40%
# Target sequence (Q9Y4P1 whole entry, looked up): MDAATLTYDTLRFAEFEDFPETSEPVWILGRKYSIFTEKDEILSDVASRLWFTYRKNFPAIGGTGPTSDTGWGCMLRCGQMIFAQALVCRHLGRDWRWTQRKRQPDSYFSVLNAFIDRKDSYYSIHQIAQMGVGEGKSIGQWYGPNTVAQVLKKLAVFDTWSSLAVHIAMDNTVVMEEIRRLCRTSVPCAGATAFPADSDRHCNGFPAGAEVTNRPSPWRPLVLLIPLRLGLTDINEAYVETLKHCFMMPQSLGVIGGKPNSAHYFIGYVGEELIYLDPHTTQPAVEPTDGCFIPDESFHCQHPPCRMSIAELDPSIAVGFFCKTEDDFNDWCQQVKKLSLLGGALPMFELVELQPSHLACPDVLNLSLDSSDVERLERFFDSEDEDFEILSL
# HKDC1 inhibitor – inhibitors of human hexokinase HKDC1; Q2TB90; recombinant HKDC1, G6PDH/diaphorase resazurin coupled fluorescence; inhibition, % at 20 µM; 0.16% of 340,000 active; AID 493160;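 active means inhibition above about 35% when tested at 20 µM, limit read from the data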;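 further: plate controls were DMSO wells with enzyme for no effect and DMSO wells lacking enzyme for full effect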
#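 Test system: recombinant HKDC1 (HK5) hexokinase enzyme, produced in-house; Amount: enzyme 5 µg/mL final; Buffer or medium: Tris pH 8.0 buffer with MgCl2, Tween-20, BSA, BME; Reagent: glucose and ATP substrates; Doses: 20 µM test compound, 1% DMSO; Incubation: 90 min reaction incubation at room temperature, dark; Detection: resorufin fluorescence at 613 nm.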
# hIAP inh – human IAP inhibition. P09923. 0.12% of 330,000 active. AID 2544. purified IAP, CDP-Star luminescence, 30 min. inhibition, % at 10 µM;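 active means inhibition reaching a set limit with compound at 10 µM in the primary screen, cut at about 35% in these data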;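 further: plate controls were DMSO wells with enzyme for no effect and no-enzyme buffer wells for full effect; values of inactives mirror those of a sister screen read the other way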
# hIAP activ – human IAP activation | activation factor at 10 µM | purified human IAP, CDP-Star luminescence, 30 min; active compounds read high; 1 = vehicle-only enzyme, 0 = enzyme-free background | AID 2524 | P09923 | 0.16% of 330,000 active;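 active means activation factor of the enzyme at least 2-fold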; further: the source names both 10 and 20 µM as test concentration; values of inactives mirror those of a sister screen read the other way
# An asterisk follows results filed as active; . = not tested or not shown.
SMILES,PfG6PD inh,mIAP inh,A3A deaminase,mIAP act,ATG4B inh,HKDC1 inhibitor,hIAP inh,hIAP activ
O=C(Nc1cccc(S(=O)(=O)N2CCCC2)c1)c1ccccc1OC(F)F,8.9,6.3,24.2,0.937,-6.6,-5.0,9.4,0.906
CN(C)S(=O)(=O)c1cccc(COC(=O)CNC(=O)c2ccc(Br)o2)c1,2.2,12.4,-1.3,0.876,1.4,-1.9,-0.7,1.01
COc1ccccc1C(CNC(=O)c1cc(S(=O)(=O)N2CCOCC2)ccc1C)N1CCCC1 (stereo not given),2.9,-0.3,-1.1,1,-50.0,-3.1,16.0,0.84
CCCC(=O)c1ccc(N2CCN(C(=O)OCC)CC2)c(F)c1,-0.9,5.0,-1.1,0.95,-1.1,-4.0,2.6,0.974
COc1ccc(-c2csc(N(CC3CCCO3)C(=O)c3ccccc3)n2)cc1 (stereo not given),21.1,5.1,0.6,0.949,6.5,-3.3,2.1,0.979
CCCCn1c(N)c(N(Cc2ccccc2OC)C(=O)CC2OC(=O)c3ccccc32)c(=O)[nH]c1=O (stereo not given),-3.0,-6.4,-1.1,1.06,-8.7,-5.9,16.6,0.834
COc1c(O)cc2c(c1O)C(=O)CC(c1ccccc1)O2 (stereo not given),.,-0.7,0.3,1.01,.,.,3.0,0.97
COc1ccc(-c2c(C)nc(N)nc2-c2ccc(OC)cc2O)cc1,24.5,10.5,1.4,0.895,-8.5,6.2,22.5,0.775
O=C(Nc1ccc(N2CCOCC2)cc1N1CCOCC1)c1ccc(Br)cc1,17.0,5.9,-7.8,0.941,-8.2,0.1,9.0,0.91
COc1ccc(NC(=O)Nc2ccc(OCC(=O)N3CCOCC3)cc2)cc1OC,3.3,-3.4,-6.6,1.03,-3.5,3.8,-6.6,1.07
O=C(O)c1c(Cl)c(Cl)c(Cl)c(Cl)c1C(=O)N1CCCCCC1,-1.3,-9.3,-7.5,1.09,3.3,-1.4,-8.2,1.08
COc1ccccc1C(=O)Nc1ccccc1C(=O)N1C(C)CCCC1C (stereo not given),-18.2,5.9,-0.1,0.941,4.7,-1.5,-29.3,1.29
O=C(CSc1ccccc1)Nc1ccc(N2CCOCC2)cc1,4.8,6.2,2.6,0.938,1.6,-11.3,-0.2,1
Cc1cc2oc(=O)c3c(c2cc1OCc1nn[nH]n1)CCCC3,-38.4,9.6,3.9,0.904,33.3,11.7,11.4,0.886
COC(=O)c1ccc(NC(=S)N2CCN(Cc3ccccc3Cl)CC2)cc1,-6.5,-8.5,-5.2,1.08,-3.2,7.4,1.5,0.985
COc1ccccc1NC(=O)CCCc1nnc2n(C)c(=O)c3sccc3n12,-0.7,6.6,-1.8,0.934,-4.5,3.4,-16.3,1.16
CCC(=O)OCC(=O)c1c(N)n(Cc2ccccc2)c(=O)n(C)c1=O,5.6,-6.5,-0.6,1.06,-1.9,-1.8,3.1,0.969
Cc1ccc(SCC(=O)Nc2cccc(NC(=O)c3ccco3)c2)cc1,5.3,-3.2,1.9,1.03,8.9,4.2,-6.5,1.06
CC(C)N(CC(O)COc1ccc(CC(N)=O)cc1)CC(O)COc1ccc(CC(N)=O)cc1 (stereo not given),-2.3,5.3,-2.9,0.947,7.2,-5.5,3.6,0.964
COc1ccc(F)cc1-c1nc(N)nc(N)n1,9.5,-7.7,-4.7,1.08,-2.3,-9.1,-3.7,1.04
Clc1ccccc1Cc1noc(CN2CCCCC2c2ccccn2)n1 (stereo not given),11.7,1.9,-0.7,0.981,1.2,-6.2,15.2,0.848
Cc1ccc(C(=O)N/C(=C\c2ccc(-c3cccc([N+](=O)[O-])c3)o2)C(=O)NCCCN(C)C)cc1,39.6,15.1,-0.9,0.849,4.0,-4.5,-11.0,1.11
CCOC(=O)C(Cc1ccccc1)NC(=O)CCc1c(C)nc2ncnn2c1C (stereo not given),-3.4,4.6,-2.0,0.954,-4.4,-3.8,11.3,0.887
NC(=O)[C@H]1CC2(CC(c3cccc(NC(=O)[C@H]4CCC(=O)N4)c3)=NO2)CN1C(=O)CC(c1ccccc1)c1ccccc1 (stereo not given in full),-3.9,-1.1,-3.4,1.01,-14.8,0.4,3.3,0.967
COc1ccc(OC)c(NC(=O)C2CCN(S(C)(=O)=O)CC2)c1,-2.5,1.6,-1.3,0.984,-4.7,1.8,-7.7,1.08
COc1ccccc1C(=O)NNC(=O)c1sccc1-n1cccc1,9.5,-2.3,-3.3,1.02,3.5,-10.6,-5.6,1.06
CC1(C)CC(=O)CC(=NCC(=O)O)C1,-11.8,3.5,-4.5,0.965,-4.2,-10.4,-8.8,1.09
COc1ccc(-n2nc(C(=O)NCC(=O)N3CCCC(C)C3)c3ccccc3c2=O)cc1 (stereo not given),-10.9,-5.1,-1.0,1.05,-2.9,-0.3,-21.2,1.21
COc1ccccc1Cn1c(=S)[nH]c2cc(C(=O)N3CCC(C(N)=O)CC3)ccc2c1=O,17.2,-0.9,-10.8,1.01,-2.3,0.4,18.3,0.817
O=C(/C=C/c1cccc(Br)c1)c1ccc2c(c1)OCO2,19.5,19.3,1.4,0.807,4.2,21.3,7.6,0.924
Cc1cc(C)cc(C(=O)N/N=C/c2ccoc2)c1,0.5,7.4,9.6,0.926,7.5,2.7,-3.0,1.03
CC1CCc2c(sc(N)c2C(=O)OC(C)C)C1 (stereo not given),1.0,15.4,-0.4,0.846,0.5,1.5,-16.1,1.16
CCOC(=O)c1nn(-c2ccccc2)c(=O)cc1SC1CCCCC1,-8.1,8.7,0.1,0.913,6.0,4.5,-7.2,1.07
O=C(Nc1ccccc1[N+](=O)[O-])c1cccc(N2C(=O)CCC2=O)c1,-3.5,-4.9,-5.7,1.05,-1.3,-2.6,3.6,0.964
Clc1ccc(CN2CCC(c3ccccc3)CC2)cc1,11.4,-2.0,-3.6,1.02,-2.6,-4.0,8.3,0.917
Cc1ccc2nc(SCC(=O)Nc3ccc4c(c3)OCCO4)nc(=O)n2c1,-3.9,-3.5,0.2,1.03,2.3,-1.8,0.5,0.995
COc1ccc(C2CC(=O)c3c(C)nc(N4CCN(c5ccccc5)CC4)nc3C2)cc1 (stereo not given),10.4,13.9,-1.5,0.861,-6.1,-0.8,4.6,0.954
COc1ccc(N(C(=O)c2ccco2)S(=O)(=O)c2cc(OC)ccc2OC)cc1,3.3,6.0,-0.9,0.94,-15.6,-4.7,0.3,0.997
C=CCn1c(SCC(=O)NNC(=O)Nc2cccc(Cl)c2)nnc1-c1ccccc1,-7.0,-18.1,-1.8,1.18,-11.4,-2.4,-72.7,1.73
Cn1c(SCC(=O)c2ccccc2F)nnc1C1CC1,1.7,3.6,-1.9,0.964,-3.8,-7.2,0.1,0.999
COc1cc(C2c3[nH]c4ccccc4c3C[C@H]3C(=O)N(C4CC4)CC(=O)N23)ccc1OC(C)C (stereo not given in full),-0.6,-2.6,-6.5,1.03,4.8,-3.3,2.8,0.972
COc1ccc(O)c(/C=N/N2CCCCC2)c1,16.9,-4.3,1.6,1.04,-2.6,-2.2,11.1,0.889
COC(=O)c1ccc(S(=O)(=O)NCCc2ccccc2OC)n1C,3.0,5.8,-1.3,0.942,-0.3,-12.7,3.5,0.965
COC(=O)c1[nH]c2ccc(Br)cc2c1NC(=O)CN1CCCc2ccccc21,5.3,-2.2,-3.2,1.02,7.9,0.0,0.8,0.992
COc1cc(OC)cc(C(=O)NNC(=O)C2CSC3(C)CCC(=O)N23)c1 (stereo not given),2.9,-2.3,1.8,1.02,-2.4,2.2,10.4,0.896
CC1CCCCC12NC(=O)N(CC(=O)Nc1ccc(N3CCOCC3)cc1)C2=O (stereo not given),18.7,2.9,-3.6,0.971,-6.0,-9.4,11.8,0.882
Cc1c(NC(=S)NC(=O)C(c2ccccc2)c2ccccc2)cccc1C(=O)O,-21.7,3.6,-2.9,0.964,2.1,-9.1,1.5,0.985
C/C(NC1CCCCC1)=C(/C#N)C(=O)NCCN1CCOCC1,-26.8,0.3,5.6,0.997,-6.0,-8.2,12.4,0.876
CCOc1ccc(N=Nc2c(C)[nH]n(-c3ccccc3)c2=O)cc1,-0.8,8.6,-1.3,0.914,5.2,-1.3,-16.0,1.16
CCN(CC(=O)Nc1ccc2c(c1)OCCO2)C(=O)c1ccc([N+](=O)[O-])s1,18.8,15.2,3.7,0.848,-4.8,-3.3,4.2,0.958
CC(C)OCCCN1CC(=O)N2[C@@H](Cc3c([nH]c4ccccc34)C2(C)C)C1=O,-10.9,-0.3,-4.1,1,-1.5,-0.4,-5.2,1.05
Cc1cccc(/C=N/NC(=O)c2cccc(Cl)c2)n1,7.3,7.6,-4.6,0.924,-6.3,-7.8,-17.0,1.17
O=C(NN=C1C2CC3CC1CC(Cl)(C3)C2)c1cccs1,7.9,3.3,-1.9,0.967,-9.7,-9.1,-6.8,1.07
Cc1c(/C=N/NC(=O)c2cccs2)c2ccccc2n1Cc1ccccc1Cl,-1.6,4.8,1.6,0.952,-3.7,-4.0,8.1,0.919
CN(C1CCCCC1)S(=O)(=O)c1ccc(NC(=O)C2CCCCC2C(=O)O)cc1 (stereo not given),-26.0,-7.1,0.0,1.07,-2.3,-5.3,-6.9,1.07
CNC(=O)c1c(NC(=O)CS(=O)(=O)c2ccc(Cl)cc2)sc(C)c1C,-0.7,4.9,1.1,0.951,0.1,6.4,-4.7,1.05
O=C(COC(=O)c1ccc2c(c1)OCCO2)Nc1cccc(S(=O)(=O)N2CCOCC2)c1,-6.5,-22.2,-4.2,1.22,-5.8,-7.2,-17.3,1.17

# Rewritten with tabs: part of the list above.
Molecule	PfG6PD inh	mIAP inh	A3A deaminase	mIAP act	ATG4B inh	HKDC1 inhibitor	hIAP inh	hIAP activ
COc1cc(C2c3[nH]c4ccccc4c3C[C@H]3C(=O)N(C4CC4)CC(=O)N23)ccc1OC(C)C (stereo not given in full)	-0.6	-2.6	-6.5	1.03	4.8	-3.3	2.8	0.972
COc1ccc(O)c(/C=N/N2CCCCC2)c1	16.9	-4.3	1.6	1.04	-2.6	-2.2	11.1	0.889
COC(=O)c1ccc(S(=O)(=O)NCCc2ccccc2OC)n1C	3.0	5.8	-1.3	0.942	-0.3	-12.7	3.5	0.965
COC(=O)c1[nH]c2ccc(Br)cc2c1NC(=O)CN1CCCc2ccccc21	5.3	-2.2	-3.2	1.02	7.9	0.0	0.8	0.992
COc1cc(OC)cc(C(=O)NNC(=O)C2CSC3(C)CCC(=O)N23)c1 (stereo not given)	2.9	-2.3	1.8	1.02	-2.4	2.2	10.4	0.896
CC1CCCCC12NC(=O)N(CC(=O)Nc1ccc(N3CCOCC3)cc1)C2=O (stereo not given)	18.7	2.9	-3.6	0.971	-6.0	-9.4	11.8	0.882
Cc1c(NC(=S)NC(=O)C(c2ccccc2)c2ccccc2)cccc1C(=O)O	-21.7	3.6	-2.9	0.964	2.1	-9.1	1.5	0.985
C/C(NC1CCCCC1)=C(/C#N)C(=O)NCCN1CCOCC1	-26.8	0.3	5.6	0.997	-6.0	-8.2	12.4	0.876
CCOc1ccc(N=Nc2c(C)[nH]n(-c3ccccc3)c2=O)cc1	-0.8	8.6	-1.3	0.914	5.2	-1.3	-16.0	1.16
CCN(CC(=O)Nc1ccc2c(c1)OCCO2)C(=O)c1ccc([N+](=O)[O-])s1	18.8	15.2	3.7	0.848	-4.8	-3.3	4.2	0.958
